# GAA inhib: alpha-glucosidase (human) inhibition | purified human GAA, 4-MU-alpha-glucoside fluorescence | Potency, µM (titrated, usually from 76.9 µM), without a hit: at the highest dose activity change, negative = inhibition, actives largely listed as inhibitors | 0.005% of 200,000 active | AID 1466;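 note: plate controls were uninhibited enzyme wells for no effect and no-enzyme background for full effect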
#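 qHTS format, compound range up to 77 uM. Human lysosomal enzyme at 4 nM, 400 uM 4-MU glucoside substrate, pH 5.0, 20 min room temperature; fluorescence after alkaline stop gives activity normalized to controls.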
# aGlu spleen mod: inhibitors or activators of human alpha-glucosidase in spleen homogenate. P10253. human spleen homogenate, 4-MU-alpha-glucoside fluorescence. Potency, µM (titrated, usually from 79.9 µM), inactives show at the highest dose activity change, negative = inhibition, actives largely listed as inhibitors. 0.006% of 240,000 active. AID 2112;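 note: 0% = enzyme with vehicle and -100% = no enzyme basal signal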
#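 Enzyme source: human spleen homogenate, 1 ug/well. Buffer 50 mM citric acid/K phosphate pH 5.0, 0.01% Tween-20. 4-MU-alpha-glucoside 1 mM; 37 C x 40 min; NaOH/glycine stop; fluorescence.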
# GAA glycogen: alters human alpha-glucosidase cleavage of glycogen; Potency, µM (titrated, usually from 76.4 µM), for the others: at the highest dose activity change, negative = inhibition, usual class: inhibitors; recombinant GAA, glycogen substrate, Amplex Red glucose oxidase fluorescence; P10253; 0.38% of 300,000 active; AID 2100;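 note: 0% = full enzyme reaction and -100% = no-enzyme basal signal; the screen sought inhibitors and activators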
#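 Recombinant enzyme (4 nM final) with compounds titrated up to 77 uM and bovine liver glycogen (30 ug) in citrate pH 5.0, 0.01% Tween-20, 37 C 40 min. Released glucose detected by Amplex Red/glucose oxidase (Ex 573/Em 610); AC50 from Hill fits.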
# Tau fluor counter: counter-screen for tau fibril formation inhibitors; tau K18 P301L Alexa594 fluorescence, heparin fibrillization; Potency, µM (titrated, usually from 57.7 µM), without a hit: top-dose activity change, negative = decrease; 0.93% of 280,000 active; AID 1463; note: % is set by controls: 0 for no effect and ±100 for the full control effect; nearly all actives have a fitted effect of over 55% in size
#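 Human K18 P301L tau (15 uM unlabeled plus 0.24 uM Alexa 594-labeled, final) in 100 mM sodium acetate pH 7 was mixed with compound and 20 uM heparin and incubated 6 hr at 37 C.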
# Tau FP inhib: tau fibrillization inhibition (FP). Potency, µM (highest dose often 57.7 µM), for the others: top-dose activity, negative = inhibition, usual class: inhibitors. K18 P301L tau heparin fibrillization, Alexa594 FP, 6 h. P10636. 0.39% of 280,000 active; note: % is set by controls: 0 for no effect and ±100 for the full control effect; nearly all actives have a fitted effect of over 55% in size
# Target sequence (P10636 561-689 P618L limits assumed): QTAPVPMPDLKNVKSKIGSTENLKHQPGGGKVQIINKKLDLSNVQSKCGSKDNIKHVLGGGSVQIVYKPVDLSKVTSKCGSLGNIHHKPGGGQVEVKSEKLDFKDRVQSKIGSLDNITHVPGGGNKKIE
#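 Recombinant K18 P301L […], labeled with Alexa 594 at 0.24 uM over 15 uM unlabeled; heparin inducer 20 uM final; 37 C, 6 hr; FP endpoint.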
# HTT ATP protect: cytoprotection in Huntington HTT-Q103 PC12 cell model; PC12 HTT-Q103 induced, cytoprotection, ATP luminescence, 40 h; Potency, µM (doses to about 56.4 µM), inactives show cytoprotection (ATP increase), most hits filed as activators; 0.14% of 230,000 active;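 note: % of control where 0% means no effect; nearly all actives have a fitted effect of over 45% in size; toxic huntingtin expression switched on by the ecdysone agonist tebufenozide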
#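 PC12 cells with ecdysone-inducible HTT exon 1 Q103-GFP, induced with 100 nM tebufenozide and co-treated with library compounds in a dose series (1536-well, 1500 cells/well). Cytoprotection read as ATP content by ATPlite luminescence.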
# GLA spleen mod: inhibits or activates alpha-galactosidase in human spleen homogenate | P06280 | human spleen homogenate, 4MU-alpha-Gal fluorescence, 40 min | Potency, µM (titrated, usually from 80 µM), for the others: at the highest dose activity change, negative = inhibition, usual class: inhibitors | 0.008% of 240,000 active | AID 2107;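 note: 0% = enzyme with vehicle and -100% = no enzyme basal signal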
# Target sequence (P06280 32-429 limits assumed): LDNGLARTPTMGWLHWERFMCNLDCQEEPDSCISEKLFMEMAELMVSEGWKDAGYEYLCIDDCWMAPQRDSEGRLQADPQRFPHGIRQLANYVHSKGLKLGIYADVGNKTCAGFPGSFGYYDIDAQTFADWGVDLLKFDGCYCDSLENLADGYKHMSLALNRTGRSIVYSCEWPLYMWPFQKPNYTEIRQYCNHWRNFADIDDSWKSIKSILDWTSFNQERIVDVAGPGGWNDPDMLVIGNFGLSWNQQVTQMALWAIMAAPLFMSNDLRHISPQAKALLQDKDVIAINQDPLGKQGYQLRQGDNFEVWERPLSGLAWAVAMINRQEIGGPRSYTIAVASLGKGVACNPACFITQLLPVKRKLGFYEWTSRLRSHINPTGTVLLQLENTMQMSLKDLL
#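 Inhibition or activation of alpha-galactosidase in human spleen homogenate is scored by 4-MU fluorescence after 40 min at 37C, pH 5.0, with 1 mM substrate. AC50s come from concentration-response fitted to the Hill equation.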
# Tau fibril ThT: tau fibrillization inhibition (ThT binding); recombinant tau K18 P301L (four-repeat tau fragment), heparin-induced fibrillization, ThT fluorescence; 2.1% of 270,000 active; P10636; Potency, µM (titrated, usually from 57.4 µM), without a hit: at the highest dose activity, negative = inhibition, actives largely listed as inhibitors; note: % is set by controls: 0 for no effect and ±100 for the full control effect; nearly all actives have a fitted effect of over 55% in size
#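 Heparin-induced (20 uM) aggregation of recombinant human K18 P301L tau, 15 uM unlabeled with 0.24 uM labeled, pH 7 acetate buffer, 6 hr at 37 C with compound. Fibrils quantified by 30 uM ThT fluorescence after 1 hr ambient incubation.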
# Numbers without * were called inactive; u = inconclusive; x = no result given; [ ] = another dose, or the depositor's remark. Calls come from the whole dose curve; as a rule, active = well fitted curve in the direction sought with a large enough effect; inconclusive = small, poorly fitted or top-dose-only effect, or another doubt; inactive = no such curve, though single readings can be large; an effect the other way counts as inactive or inconclusive. Potency is the fitted concentration of half-maximal effect. The order is random (roughly 3.3% active in at least one column).
molecule | Tau FP inhib | GLA spleen mod | HTT ATP protect | Tau fluor counter | aGlu spleen mod | GAA inhib | GAA glycogen | Tau fibril ThT
CSc1ncc(CN2CCCC(C(=O)c3ccc(C(C)(C)C)cc3)C2)cn1 (stereo unspecified) | 9% | -8% | -4%[10 µM] | -6% | -2% | 11% | 3% | -12%
O=C(O)c1ccc2nnn(O)c2c1 | 7% | -8% | -12%[10 µM] | -3% | 6% | -3% | -11% | -1%
O=C(Nc1ccc(N2C(=O)C3C4C=CC(C4)C3C2=O)cc1Cl)c1cccs1 (stereo unspecified) | -5% | -2% | -16%[10 µM] | 16% | -1% | -4% | -2% | -4%
O=C1CCc2cc(S(=O)(=O)NC(C(=O)NCc3cccnc3)c3ccccc3)ccc2N1 (stereo unspecified) | 0% | 2% | 2% | -8% | 9% | -2% | -29% | -10%
Cc1sc2ncn(CC(=O)NCCCC(=O)N3CCN(Cc4ccc5c(c4)OCO5)CC3)c(=O)c2c1C | -3% | 12% | -12% | 2% | 4% | 1% | 2% | 1%
CC1(c2nnc(-c3ccc(F)cc3)o2)CC(c2ccc([N+](=O)[O-])cc2)=NO1 (stereo unspecified) | 3% | 1% | -4%[10 µM] | -22% | -13% | x | 6% | -12%
CNC(=O)CN(c1cc(C)ccc1OC)S(=O)(=O)c1ccc(C)cc1 | 5% | 6% | 4% | -2% | -10% | 0% | -3% | -3%
COc1ccc(CC(=O)NNC(=O)c2cccs2)cc1OC | 5% | -16% | x | 4% | -2% | u | 11% | 3%
CCCCCCCC/C=C\CCCCCCCC(=O)NCc1ccc(O)c(OC)c1 | 13% | 0% | -46%[inhibitor] | u | 2% | x | x | u
COc1ccc(C(=O)NCc2nnc(SCC(=O)Nc3cc(C)on3)o2)cc1OC | -1% | -3% | -195% | 4% | -3% | 6% | 8% | 5%
CC1CCN(S(=O)(=O)c2ccc(NC(=O)N3c4ccccc4Sc4ccccc43)cc2)CC1 | 7% | 0% | 11%[10 µM] | -28% | -3% | -11% | 3% | u
COCCCNC(=O)c1ccc(-c2csc(C)n2)cc1 | 1% | 4% | -142%[inhibitor] | -12% | 1% | 3% | 11% | -15%
CCSc1nc2c(c(=O)n1-c1ccc(F)cc1)SCC2 | 7% | 0% | -18%[10 µM] | 1% | -6% | 2% | 0% | 0%
COc1ccc(C2/C=C\CN(S(=O)(=O)c3ccc(C)cc3)CC(=O)N2Cc2cccc(F)c2)cc1 (stereo unspecified) | -5% | -19% | x | -18% | -3% | x | x | -8%
COc1ccc(S(=O)(=O)NCc2ccc(C)cc2)cc1 | 2% | 1% | 9% | -5% | -19% | -3% | -5% | -4%

# Overlap with the part before: 2 entries, followed by the next part.
molecule | Tau FP inhib | GLA spleen mod | HTT ATP protect | Tau fluor counter | aGlu spleen mod | GAA inhib | GAA glycogen | Tau fibril ThT
COc1ccc(C2/C=C\CN(S(=O)(=O)c3ccc(C)cc3)CC(=O)N2Cc2cccc(F)c2)cc1 (stereo unspecified) | -5% | -19% | x | -18% | -3% | x | x | -8%
COc1ccc(S(=O)(=O)NCc2ccc(C)cc2)cc1 | 2% | 1% | 9% | -5% | -19% | -3% | -5% | -4%
O=C(NC1CC2CCCC(C1)N2C(=S)NCCc1ccccc1)C1CC1 (stereo unspecified) | -8% | 2% | 5%[10 µM] | -13% | -4% | 0% | 5% | -12%
COc1ccc(CNC(=O)CSc2nnc(C)n2-c2ccc(F)cc2)cc1 | 4% | -1% | x | 0% | 1% | -5% | -1% | -1%
O=C(O)c1cccc(N/N=C/c2sc(N3CCOCC3)nc2-c2ccccc2)c1 | 3% | 5% | -23%[10 µM] | -4% | -2% | 0% | u | 2%
Oc1ccccc1/C=N/n1cnnc1 | 6% | 0% | 1% | -5% | -2% | -3% | 19% | -6%
CCCC/C(O)=C1\C(=O)CC(C)(C)CC1=Nc1ccc(N)cc1 | 7% | -5% | -24% | -11% | 4% | -12% | -9% | -8%
Cc1ccc(OCC(=O)N/N=C/c2cn[nH]c2-c2ccc(Cl)c(Cl)c2)cc1 | u | -5% | 6% | u | -5% | -9% | -16% | -6%
CN(C)S(=O)(=O)c1ccc(-c2csc(-c3cccnc3)n2)cc1 | 5% | 2% | -27% | -4% | 1% | -8% | 3% | -1%
Nc1nc(-c2sc3nc4c(cc3c2N)CCCC4)nc(N2CCOCC2)n1 | u | -3% | 1%[10 µM] | u | 2% | 2% | 12% | 3.5µM*
COc1cc2nc(Nc3cccc(F)c3)nc(N)c2cc1OC | u | x | x | u | x | x | -7% | u
Cc1ccc(O)c(N=Cc2cc(Cc3ccccc3)cc([N+](=O)[O-])c2O)c1 | u | -3% | -31%[inhibitor][1.9 µM] | u | -1% | -7% | -22% | 8.9µM*
CCN1C(=O)/C(=C/c2cccs2)SC1=Nc1ccc(OC)cc1 | -6% | 0% | 5% | -7% | 2% | 8% | -3% | -3%
CC(=O)Cc1nsc(NC(=O)c2ccccc2Cl)n1 | -12% | 0% | -17% | -7% | 2% | -3% | 1% | -3%
Cc1c(/C(O)=C2\C(=O)C(=O)N(CCCN(C)C)C2c2ccccc2)cnn1-c1ccccc1 (stereo unspecified) | -1% | 9% | -21% | 4% | -4% | 3% | 5% | -8%
O=c1oc2ccccc2c(Nc2ccc3ccccc3c2)c1[N+](=O)[O-] | -1% | -9% | -33% | u | -4% | -13% | 7% | u
O=C(COCC(=O)NCc1ccccc1)NCc1ccccc1 | 11% | -8% | -10% | 10% | 3% | 4% | 13% | 3%

# The list continues:
molecule | Tau FP inhib | GLA spleen mod | HTT ATP protect | Tau fluor counter | aGlu spleen mod | GAA inhib | GAA glycogen | Tau fibril ThT
CCOC(=O)C1=NOC(CN(c2ccccc2)S(=O)(=O)c2ccc(Cl)cc2)C1 (stereo unspecified) | 4% | 5% | -20% | -15% | 11% | -13% | -3% | -10%
CCn1c(=O)c2cc(C(=O)N(C)c3cc(C)ccc3C)sc2c2ccccc21 | 6% | x | x | -15% | x | x | -6%[76.3 µM] | -11%
COc1ccc(-c2[nH]c(-c3ccc(OC)c(OC)c3)nc2SCC(=O)Nc2ccccc2)cc1 | 12% | x | x | 6.3µM*[quencher] | x | x | 5%[76.3 µM] | -7%
CC(=O)N1CCN(c2ccc(NC(=O)c3ccc4c(c3)OCO4)cc2)CC1 | -2% | 3% | 1% | -13% | 0% | -5% | -2% | u
Cc1cc(C)c(S(=O)(=O)N2CCN=C2c2ccccc2)c(C)c1 | 2% | -3% | 16%[0.074 µM] | 0% | -5% | 2% | 10% | 1%
CCc1ccc(Nc2cnn(C34CC5CC(CC(CC(=O)O)(C5)C3)C4)c(=O)c2Cl)cc1 | -2% | -1% | -28% | -1% | 2% | 2% | 1% | -7%
CCOc1ccccc1NC(=O)n1ncc2cc(Cl)ccc21 | 1% | x | x | 12% | x | x | -1%[76.3 µM] | 7%
CCOC(=O)c1ccc(NC(=O)c2oc3c(c2C)-c2nn(Cc4ccccc4Cl)cc2CC3)cc1 | 0% | x | x | -5% | x | x | 16%[76.3 µM] | -10%
COC(=O)c1ccc(NC(=O)c2ccc(C)cc2)o1 | 2% | -5% | -13% | -8% | -6% | -6% | 1% | -17%
CCCC(=O)NC(C)C(c1cccs1)N1CCN(c2ccccc2)CC1 (stereo unspecified) | 7% | 2% | -12%[0.074 µM] | -9% | -1% | -2% | -4% | -9%
Cc1ccc(SCCNC(=O)c2ccc(C)c(S(=O)(=O)Nc3cccc(C)c3)c2)cc1 | u | -6% | -50%[inhibitor] | u | 2% | -9% | -7% | -8%
COc1ccccc1-n1c(SCC(=O)Nc2ccc(F)cc2)nc2c(c1=O)SCC2 | 6% | -5% | 6%[10 µM] | -24% | -6% | 7% | -5% | -14%
O=P(OC1CCS(=O)(=O)C1)(c1ccccc1)c1ccccc1 (stereo unspecified) | 4% | 0% | -10% | 5% | -4% | -5% | -12% | -3%
Cc1cc(C)n(-c2nncn2NC(=O)c2ccc(Cl)cc2O)n1 | -11% | 4% | 11% | -9% | 2% | -4% | 2% | -1%
Cc1nc(NC(=O)c2ccccc2)sc1C1(C)CC(c2ccccc2F)=NO1 (stereo unspecified) | -4% | 1% | -4%[10 µM] | -9% | 2% | x | -7% | -5%

# More records
molecule | Tau FP inhib | GLA spleen mod | HTT ATP protect | Tau fluor counter | aGlu spleen mod | GAA inhib | GAA glycogen | Tau fibril ThT
Cc1cccc(C)c1Nc1nnc(SCC(=O)NCc2cccs2)s1 | 2% | -4% | 30%[0.074 µM] | 0% | -5% | 7% | -12% | -3%
Cc1cc(C(=O)CSc2nc3ccccc3n2C)c(C)n1C | 5% | 11% | 11%[10 µM] | -11% | 4% | -2% | 11% | -17%
Cc1cccc(C(=O)N2CCN=C2SCc2ccc([N+](=O)[O-])cc2)c1 | u | 9% | 28% | -23% | x | -14% | -16% | u
O=C(Cn1cnc2c(cnn2-c2ccc(Cl)cc2)c1=O)NCCc1ccccc1 | -2% | -3% | -5% | -2% | -2% | 1% | -3% | -7%
O=C(COc1ccc(Br)cc1Br)NC(=S)N1CCCc2ccccc21 | 1% | 2% | 4% | u | 5% | -4% | u | u
Cc1ccc(C)c(S(=O)(=O)C(C#N)c2nc3ccccc3nc2N2CC(C)OC(C)C2)c1 (stereo unspecified) | 10% | 9% | 20%[10 µM] | -19% | 6% | -10% | 4% | u
CC1(C)NC(=O)N(CC(O)COc2ccccc2C(=O)Nc2ccccc2)C1=O (stereo unspecified) | 2% | -6% | 9% | 5% | 2% | -2% | -1% | u
Oc1ccccc1CNCCCNCc1ccccc1O | -6% | -1% | -3%[0.074 µM] | -1% | -4% | -7% | 2% | -8%
CN(C)S(=O)(=O)c1cccc(-c2nnc(-c3ccccc3)o2)c1 | -7% | -2% | -16%[10 µM] | -13% | -4% | -4% | 1% | -4%
COc1ccc(S(=O)(=O)c2cc3cc(C(C)(C)C)cc(O)c3oc2=O)cc1 | -4% | x | x | -30% | x | x | -15%[76.3 µM] | u
CCn1c2ccccc2c2nnc(SCC(=O)Nc3cc(C)on3)nc21 | 3% | u | 19%[10 µM] | -4% | -6% | 1% | -6% | -9%
Cc1cc(C)nc(SCC(=O)c2ccc(O)cc2O)n1 | u | 6% | 0% | -20% | 4% | -5% | 24% | -8%
NC(=S)NNC(=O)C12CC3CC(CC(C3)C1)C2 | -1% | -6% | -28%[10 µM] | -11% | -5% | 7% | 3% | -8%

# Screening results deposited in PubChem by National Center for Advancing Translational Sciences (NCATS).
